Screening data (PubChem BioAssay)
sdo1 growth = growth rescue of sdo1-depleted yeast, primary screen, S. cerevisiae, bone marrow failure model; AID 817, 2007; S. cerevisiae sdo1-depleted JHY4D growth rescue, OD600 30 h; stronger effect = higher value; pdr5 snq2 efflux-pump mutant strain; z-score at 10 µM; 140,000 compounds, 0.21% hits;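 active means z-score above 3 at both the 24 hr and the 30 hr optical density reads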;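 further: z-score against mean and SD of all compound wells on the same plate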
Insulin prom inh = inhibitors of insulin promoter-driven GFP, primary screen, imaging, TRM-6 cells (human fetal islet line), eGFP reporter, cell count | reporter expression induced with tamoxifen | 130,000 compounds, 0.9% hits | inhibition, % at 2 µM;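 active means inhibition above the mean plus 3 SD, with well images judged a real hit on visual review, cut at about 60% in these data, passing the limit was not always enough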
sdo1 growth Rescue 24 h = further read-out of sdo1 growth, marked with its call; z-score; S. cerevisiae sdo1-depleted JHY4D growth rescue, OD600; measured here: growth rescue at 24 h;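 0 is the plate mean of compound wells and units are plate SD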
An asterisk follows results filed as active; & = joins results of further samples. Some of the compounds tested (hit frequency here may not be typical).

Clc1ccc(NC2=NCCC2)cc1Cl was read as sdo1 growth -0.16, Insulin prom inh 9.4 and sdo1 growth Rescue 24 h -1.06.
Screening CCOc1ccc(-n2c(COc3ccccc3)nnc2SCC(N)=O)cc1 returned sdo1 growth 1.05, Insulin prom inh 16.7 and sdo1 growth Rescue 24 h 0.76.
Screening CC(=O)c1c(C(C)=O)c(C)n(-c2ccc(N)cc2)c1C returned sdo1 growth -0.06, Insulin prom inh -31.2 and sdo1 growth Rescue 24 h -0.59.
`CCOC(=O)NCCOC(=O)Nc1ccc(Cl)cc1` gave Insulin prom inh -18.2.
CCN1C(=O)/C(=C/c2cn(C)nc2C)SC1=S was read as sdo1 growth 0.06, Insulin prom inh -35.2 and sdo1 growth Rescue 24 h -1.02.
For Cc1ccc(S(=O)(=O)NC(C)(C)CSc2nnc(Nc3ccccc3)s2)cc1 the results were sdo1 growth -1.72, Insulin prom inh 8.3 and sdo1 growth Rescue 24 h -0.95.
COc1ccc(S(=O)(=O)N(C)C)cc1NCC(=O)Nc1ccc(F)cc1F was read as sdo1 growth 0.7, Insulin prom inh -33.3 and sdo1 growth Rescue 24 h 0.24.
Screening CC(=O)Nc1ccc(S(=O)(=O)Nc2nc(CN3CCOCC3)nc3sc4c(c23)CCCC4)cc1 returned sdo1 growth 0.01, Insulin prom inh 28.1 and sdo1 growth Rescue 24 h 0.1.
For CCn1c(Cc2ccccc2)nnc1SCC(=O)Nc1nc(C)c(C)s1 the results were sdo1 growth 0.48, Insulin prom inh 13.9 and sdo1 growth Rescue 24 h 0.8.
Screening Cc1ccc(OCCC(=O)OCC(=O)Nc2ccc(Cl)cn2)cc1 returned sdo1 growth -0.64, Insulin prom inh 10.7 and sdo1 growth Rescue 24 h -0.89.
Screening COc1ccc(-c2csc(NC(=O)COC(=O)C3=COCCO3)n2)cc1 returned Insulin prom inh 66.7.
For COc1ccc(-c2noc(-c3ccccc3C(=O)Nc3cccnc3)n2)cc1 the results were sdo1 growth -0.72, Insulin prom inh 50.0 and sdo1 growth Rescue 24 h -0.73.
For CCc1ccc(N2CC(O)(c3cccs3)[N+]3=C2SCCC3)cc1 (configuration not stated) the results were Insulin prom inh 16.7.
For O=C(c1ccco1)N1CCN(C(c2ccccn2)c2nnnn2C2CCCC2)CC1 (configuration not stated) the results were sdo1 growth -0.5, Insulin prom inh -195.2 and sdo1 growth Rescue 24 h -0.92.
`CCS(=O)(=O)NCC(c1ccco1)N1CCN(c2ccccc2F)CC1` (configuration not stated) gave sdo1 growth 1.27, Insulin prom inh -6.2 and sdo1 growth Rescue 24 h 0.33.
Screening CCCC(=O)Nc1cccc(C(=O)Nc2nccs2)c1 returned sdo1 growth 0.27 and sdo1 growth Rescue 24 h 0.17.
c1csc(-c2nc3nc4ccccc4nc3n2Cc2ccc3c(c2)OCO3)c1 was read as sdo1 growth -2.22, Insulin prom inh -37.9 and sdo1 growth Rescue 24 h -1.91.
COC(=O)Cc1c(O)ccn(CCc2ccccc2)c1=O was read as Insulin prom inh 0.0.
Screening O=C(NC1(C(F)(F)F)C(=O)Nc2c1c(=O)[nH]c(=O)n2-c1ccccc1)c1cccnc1 (configuration not stated) returned sdo1 growth 0.55, Insulin prom inh 35.7 and sdo1 growth Rescue 24 h -0.53.
For COc1ccc(C(=O)/C=C/Nc2cccc(O)c2)cc1 the results were sdo1 growth 0.35, Insulin prom inh -80.0 and sdo1 growth Rescue 24 h 0.3.
Screening CCOC(=O)c1cc2c(=O)n3ccccc3nc2n(CC(C)C)c1=NC(=O)c1c(-c2c(F)cccc2Cl)noc1C returned sdo1 growth -0.07 and sdo1 growth Rescue 24 h 0.29.
Screening O=C(c1ccc(-c2ccccc2)cc1)N1CCN(c2ncccn2)CC1 returned sdo1 growth -0.78, Insulin prom inh 26.3 and sdo1 growth Rescue 24 h -0.19.
For Cc1ccccc1-n1cnnc1SCC(=O)Nc1cccnc1Cl the results were Insulin prom inh 25.0.
COc1ccc(Cl)cc1C(=O)NCc1cn(C)nc1C was read as sdo1 growth 2.07, Insulin prom inh -48.6 and sdo1 growth Rescue 24 h 2.
Screening COc1ccccc1S(=O)(=O)Cc1ccc(C(=O)N2CCN(c3ccccn3)CC2)o1 returned sdo1 growth 0.68, Insulin prom inh 0.0 and sdo1 growth Rescue 24 h 1.39.
CCCOC(=O)c1ccc(NC(=O)C(CC)CC)cc1 was read as sdo1 growth -0.75, Insulin prom inh -31.2 and sdo1 growth Rescue 24 h 0.
CCOC(=O)NC(=O)C(=CNc1ccccc1C)C(=O)NC(=O)OCC was read as sdo1 growth 0.32, Insulin prom inh -86.2 and sdo1 growth Rescue 24 h 0.41.
Screening O=C(CSc1nnc(-c2cccs2)n1Cc1ccccc1)NCc1ccc2c(c1)OCO2 returned sdo1 growth -0.89, Insulin prom inh -46.4 and sdo1 growth Rescue 24 h -0.71.
For Cn1c(=O)oc2cc(S(=O)(=O)N3CCCC3)ccc21 the results were sdo1 growth 0.3 and sdo1 growth Rescue 24 h -0.98.
Cc1cc(C(=O)CSc2nnc(Cc3ccccc3)o2)c(C)n1Cc1ccc2c(c1)OCO2 was read as sdo1 growth -1.03, Insulin prom inh 31.6 and sdo1 growth Rescue 24 h -0.7.
Cn1c(=O)c2c(nc(SCC(=O)c3ccc(F)cc3)n2C)n(C)c1=O was read as Insulin prom inh 15.0.
CCCOc1ccc(C(=O)N2CCCC2C(=O)O)cc1 (configuration not stated) was read as sdo1 growth -0.07, Insulin prom inh -27.3 and sdo1 growth Rescue 24 h -1.12.
NCC12CC3CC(C1)CC(CN)(C3)C2 was read as sdo1 growth -0.25 and sdo1 growth Rescue 24 h -0.35.
Cc1cc(C)cc(NC(=O)/C=C/c2ccc([N+](=O)[O-])s2)c1 was read as sdo1 growth 0.11 and sdo1 growth Rescue 24 h 0.02.
Screening Cc1cc(OCC(=O)NC(C)C)ccc1Cl returned Insulin prom inh 41.2.
Screening COc1cc(C)ccc1OCCOCCOc1ccccc1Br returned sdo1 growth -0.75 and sdo1 growth Rescue 24 h -0.84.
Cc1ccc(S(=O)(=O)NC2c3cccc4cccc(c34)C2Sc2nc(C)cc(C)n2)cc1 (configuration not stated) was read as sdo1 growth -0.48, Insulin prom inh -21.4 and sdo1 growth Rescue 24 h -0.12.
`CN(C)c1ccnc(C(=O)O)c1` gave Insulin prom inh 0.0.
Screening O=C(NC(=S)Nc1ccc(N2CCOCC2)cc1)c1cncc(Br)c1 returned sdo1 growth -0.64, Insulin prom inh 66.7* and sdo1 growth Rescue 24 h -0.82.
`CCOc1ccccc1NC(=O)N1CCC(NC(=O)c2ccccc2C)CC1` gave sdo1 growth 0.07, Insulin prom inh -22.7 and sdo1 growth Rescue 24 h -0.28.
Screening O=C(COC(=O)CNC(=O)c1ccccc1)Nc1ccc(S(=O)(=O)N2CCOCC2)cc1 returned Insulin prom inh 25.0.
Screening CS(=O)(=O)Nc1ccc(C(=O)N2CCN(c3ccccc3)CC2)cc1 returned sdo1 growth 1.2, Insulin prom inh -35.3 and sdo1 growth Rescue 24 h 0.59.
CC(NC(=O)Nc1ccc(F)cc1)C(c1cccs1)N1CCCC1 (configuration not stated) was read as sdo1 growth 0.27 and sdo1 growth Rescue 24 h -0.17.
O=C(c1cccs1)N1CCN(C(=O)N2CCOCC2)CC1 was read as sdo1 growth -0.48 and sdo1 growth Rescue 24 h -0.83.
`O=C(CSc1nc(-c2ccco2)cc(C(F)(F)F)n1)NCCc1ccccc1` gave sdo1 growth -1.03, Insulin prom inh -208.6 and sdo1 growth Rescue 24 h 0.77.
O=C(NNc1c2ccccc2nc2ccccc12)c1ccc(O)cc1O was read as sdo1 growth 0.39 and sdo1 growth Rescue 24 h 0.06.
Cc1cc(C)c2oc(-c3ccc(Cl)c(NC(=O)c4ccc(C#N)cc4F)c3)nc2c1 was read as sdo1 growth 0.29, Insulin prom inh 28.6 and sdo1 growth Rescue 24 h 1.39.
CC1(C)CN(c2ccccc2)N(C(=O)c2ccc(C#N)cc2)C1=O was read as sdo1 growth -0.23, Insulin prom inh -29.2 and sdo1 growth Rescue 24 h -0.41.
COC(=O)c1ccccc1Nc1cc(C)nc2nc(C)nn12 was read as sdo1 growth 0.19, Insulin prom inh -15.0 and sdo1 growth Rescue 24 h -0.27.
For CC(C)[C@H](NC(=O)c1ccccc1)C(=O)OCC(=O)Nc1ccc2c(c1)OCCO2 the results were sdo1 growth 0.22 and sdo1 growth Rescue 24 h 0.18.
COc1ccc(NS(=O)(=O)c2ccc(OC)c3ccccc23)cn1 was read as sdo1 growth -1.55, Insulin prom inh -16.7 and sdo1 growth Rescue 24 h -1.11.
`COc1cc(OC)c2c(c1)OC(c1ccc(OC)c(OC)c1)C(O)C2=O` (configuration not stated) gave sdo1 growth 0.65 and sdo1 growth Rescue 24 h 1.08.
COc1ccc(-c2nnc(Nc3ccc(OC)c(C(=O)N4CCCCC4)c3)c3ccccc23)cc1 was read as sdo1 growth 0.62 and sdo1 growth Rescue 24 h 0.09.
`CC12CCC(C/C1=N/NC(=O)Nc1ccccc1)C2(C)C` (configuration not stated) gave Insulin prom inh 25.0.
For Cc1ccc(OCCNS(=O)(=O)c2ccc(N3CCCC3=O)cc2)cc1 the results were sdo1 growth 0.25, Insulin prom inh 16.7 and sdo1 growth Rescue 24 h -0.02.
For O=S(=O)(Nc1cccnc1)c1cccs1 the results were sdo1 growth -0.17 and sdo1 growth Rescue 24 h -0.94.
`CC1CCc2nc(NC(=O)C3CC3)sc2C1` (configuration not stated) gave sdo1 growth -0.05, Insulin prom inh 36.7 and sdo1 growth Rescue 24 h -0.52.
`CCn1c(O)c(N=NC(=O)CNC(=O)c2ccco2)c2ccccc21` gave sdo1 growth 0.5 and sdo1 growth Rescue 24 h -0.9.
Fc1ccc(SCCc2ccncc2)cc1 was read as sdo1 growth -1.12&-1.58, Insulin prom inh 0.0&-18.4 and sdo1 growth Rescue 24 h 0.63&-0.08.
For CCCCn1c(=O)c(F)cn(Cc2ccc(OC)c([N+](=O)[O-])c2)c1=O the results were sdo1 growth 1.56 and sdo1 growth Rescue 24 h 1.48.
`COc1ccc(C2c3c(-c4ccccc4O)n[nH]c3C(=O)N2CCc2ccc(OC)c(OC)c2)cc1` (configuration not stated) gave sdo1 growth 0.56 and sdo1 growth Rescue 24 h 0.58.
`O=c1c2ccccc2nc(CSc2ncnc3nc[nH]c23)n1-c1cccc(C(F)(F)F)c1` gave sdo1 growth 0.17, Insulin prom inh 42.9 and sdo1 growth Rescue 24 h -0.36.
For COc1cc(C(C)=O)ccc1OCC(O)CNCC1(N2CCCCC2)CCCCC1 (configuration not stated) the results were sdo1 growth 0.61, Insulin prom inh 30.3 and sdo1 growth Rescue 24 h 0.23.
`CCOC(=O)c1c(NC2=NS(=O)(=O)c3ccccc32)sc2c1CCCCC2` gave sdo1 growth -0.32 and sdo1 growth Rescue 24 h -0.04.
`COc1ccc(NC(C)=O)cc1NC(=O)CSc1nnc(-c2ccc(F)cc2)n1N` gave sdo1 growth 0.17 and sdo1 growth Rescue 24 h 0.14.
Screening Cc1ccc(C(=O)Nc2nc(C)c(C)s2)o1 returned sdo1 growth 0.38, Insulin prom inh 23.3 and sdo1 growth Rescue 24 h -0.1.
Screening CC(C)C(OC(=O)C1CCCO1)C(=O)NC1CCCC1 (configuration not stated) returned sdo1 growth 0.84 and sdo1 growth Rescue 24 h 0.42.
`Cc1ccc(N(C(=O)c2snc(C(N)=O)c2N)C(C(=O)NCCC(C)C)c2ccco2)cc1` (configuration not stated) gave Insulin prom inh -15.4.
`O=S(=O)(c1cccc(-c2csc(-c3ccccc3)n2)c1)N1CCOCC1` gave sdo1 growth -0.64 and sdo1 growth Rescue 24 h -0.52.
`CC(=O)Nc1ccc(S(=O)(=O)Nc2ccc(N3CCOCC3)c(F)c2)cc1` gave sdo1 growth 0.27 and sdo1 growth Rescue 24 h -0.68.
`O=C(c1cncc(Br)c1)N1CCN(c2ccc([N+](=O)[O-])cc2)CC1` gave sdo1 growth 0.02, Insulin prom inh 28.6 and sdo1 growth Rescue 24 h -0.04.
`Cc1ccc(S(=O)(=O)N2CCCC(c3nnc4n3-c3ccccc3SC4)C2)cc1` (configuration not stated) gave sdo1 growth -1.78, Insulin prom inh 13.5 and sdo1 growth Rescue 24 h -1.88.
O=S(=O)(c1ccc(N2CCCCCC2)nc1)N1CCCC1 was read as Insulin prom inh 9.1.
For COc1ccccc1C(=O)N1CCN(CCc2ccccc2)CC1 the results were sdo1 growth 0.21, Insulin prom inh 28.6 and sdo1 growth Rescue 24 h 1.81.

An excerpt taken from the entries so far:
`COc1ccc(C2c3c(-c4ccccc4O)n[nH]c3C(=O)N2CCc2ccc(OC)c(OC)c2)cc1` (configuration not stated) gave sdo1 growth 0.56 and sdo1 growth Rescue 24 h 0.58.
`O=c1c2ccccc2nc(CSc2ncnc3nc[nH]c23)n1-c1cccc(C(F)(F)F)c1` gave sdo1 growth 0.17, Insulin prom inh 42.9 and sdo1 growth Rescue 24 h -0.36.
For COc1cc(C(C)=O)ccc1OCC(O)CNCC1(N2CCCCC2)CCCCC1 (configuration not stated) the results were sdo1 growth 0.61, Insulin prom inh 30.3 and sdo1 growth Rescue 24 h 0.23.
`CCOC(=O)c1c(NC2=NS(=O)(=O)c3ccccc32)sc2c1CCCCC2` gave sdo1 growth -0.32 and sdo1 growth Rescue 24 h -0.04.

3 compounds picked at random from those above, as already listed:
`O=S(=O)(c1cccc(-c2csc(-c3ccccc3)n2)c1)N1CCOCC1` gave sdo1 growth -0.64 and sdo1 growth Rescue 24 h -0.52.
O=S(=O)(c1ccc(N2CCCCCC2)nc1)N1CCCC1 was read as Insulin prom inh 9.1.
`CCOC(=O)c1c(NC2=NS(=O)(=O)c3ccccc32)sc2c1CCCCC2` gave sdo1 growth -0.32 and sdo1 growth Rescue 24 h -0.04.
